Compound activity (PubChem BioAssay)
Lipid storage S3: qHTS Assay for Lipid Storage Modulators in Drosophila S3 Cells | lipid storage change, negative = inhibition, % at the top dose, mostly 46.1 µM; hits show Potency in µM | 320,000 tested, 0.64% active | Drosophila S3 cells, BODIPY lipid droplet fluorescence, 18-24 h; cells fed with added oleic acid; active = well fitted inhibition curve with a large enough effect in the signal ratio, with a control signal flat, not every such curve was filed as active; inconclusive = small, poorly fitted or top-dose-only effect, or effect the other way, or a change in a side signal; the % refers to the signal ratio
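Drosophila S3 cells got compounds at several concentrations plus oleic acid (400 uM solution). Laser-scanning cytometry with 488 nm excitation read lipid droplets at 500-530 nm and cells at 575-640 nm. Percent activity was relative to 20 uM Triacsin C.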
Lipid storage S3 cell count max: recorded beside Lipid storage S3, whose call it bears; cell number change, %; measured here: cell count max response;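 cells counted by Cell Tracker Red CMTPX staining in the red channel; peak over a dose series mostly up to 46.1 µM; percent activity relative to internal control wells on each plate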
* = called active by the depositor; i = inactive; ? = inconclusive; nt = no result given. % is scaled to controls: 0 for no effect and ±100 for the full control effect; potency is read from the fitted curve at half-maximal effect. These rows are one share of the data, so the mix of outcomes need not match the whole.

SMILES	Lipid storage S3	Lipid storage S3 cell count max
Cc1ccc2[nH]c(-c3cccc(F)c3)cc(=O)c2c1	?	nt
Cc1ccc(O)c(C(=O)c2cnn(C(=O)COc3ccccc3C#N)c2)c1	?	nt
O=C(Cn1nnc2ccccc2c1=O)N1CCOCC1	?	nt
CCn1nnc(-c2ccccc2NS(=O)(=O)c2ccc(S(=O)(=O)N3CCCCCC3)cc2)n1	26%	9
Cc1ccc(-n2c(CNc3ccc(F)cc3)nnc2SCC(=O)N2CCOCC2)cc1	-1%	17
CCc1oc2c(C)c(O)ccc2c(=O)c1-c1ccc2ccccc2n1	?	nt
CCOC(=O)N1CCN(CC(=O)Nc2nc3ccc(OC)cc3s2)CC1	-3%	-15
CNC(=O)c1nc(C)c(C2(C)CC(c3cccc([N+](=O)[O-])c3)=NO2)s1 (stereo not drawn)	?	nt
COc1cc2[nH]c(=O)n(CCCCCC(=O)N3CCN(c4ccccn4)CC3)c(=O)c2cc1OC	i	nt
CCOc1ccc(C(=O)O/N=C(\N)c2ccccn2)cc1OCC	-4%	18
Cc1cc(OC(=O)c2c(F)cc(F)cc2F)nc(C)n1	?	nt
O=C(c1ccc(OC2CCN(Cc3ccccc3C(F)(F)F)CC2)cc1)N1CCCCC1	?	nt
CCC(CC)C(=O)c1c[nH]c(C(=O)NCC2CCCO2)c1 (stereo not drawn)	?	nt
O=C(Nc1ccnn1C1CCN(C/C=C/c2ccccc2)CC1)c1ccccc1Cl	?	nt
COc1ccc(CCNC(=O)CN2C(=O)c3ccccc3C2=O)cc1	i	nt
COC(=O)C(NS(=O)(=O)c1cccc(S(=O)(=O)NC(C(=O)OC)c2ccccc2)c1)c1ccccc1 (stereo not drawn)	?	nt
N#Cc1cccc(S(=O)(=O)N2CCN(c3ccnc4cc(Cl)ccc34)CC2)c1	?	nt
CCOc1ccc(N2CC(C(=O)Nc3cc(C)on3)CC2=O)cc1 (stereo not drawn)	11%	3
Cc1csc(NC(=O)CSc2nnc(CCNC(=O)c3cccs3)n2C)n1	-21%	-8
Cc1ccccc1NC(=O)c1c2c(nc3ccccc13)CCC2	?	nt
CC(C)(C)NC(=O)Nc1ccc(F)c(Cl)c1	-6%	3
Cc1noc(C)c1CSc1nnc2scc(-c3ccccc3)n12	?	nt
COc1ccc(C(C)=O)cc1CSc1nc2nc(C)cc(C)n2n1	9%	17
CCOC(=O)c1c(C)[nH]c(C(=O)COC(=O)c2ccc(N3CCCC3=O)cc2)c1C	?	nt

Five records picked at random from the list so far:
SMILES	Lipid storage S3	Lipid storage S3 cell count max
COc1ccc(CCNC(=O)CN2C(=O)c3ccccc3C2=O)cc1	i	nt
CCOC(=O)c1c(C)[nH]c(C(=O)COC(=O)c2ccc(N3CCCC3=O)cc2)c1C	?	nt
COC(=O)C(NS(=O)(=O)c1cccc(S(=O)(=O)NC(C(=O)OC)c2ccccc2)c1)c1ccccc1 (stereo not drawn)	?	nt
CCC(CC)C(=O)c1c[nH]c(C(=O)NCC2CCCO2)c1 (stereo not drawn)	?	nt
Cc1ccccc1NC(=O)c1c2c(nc3ccccc13)CCC2	?	nt

The list goes on.
SMILES	Lipid storage S3	Lipid storage S3 cell count max
O=C(NCc1ccccc1CN1CCCC1)c1cc2ccccc2o1	?	nt
CC(=O)N1N=C(c2ccc(C)o2)CC1c1ccc(Br)cc1 (stereo not drawn)	?	nt
Cc1cc(=O)n2nc(N3CCCC(C(=O)NCc4ccc(F)cc4)C3)sc2n1 (stereo not drawn)	4%	1
COc1ccccc1NC(=S)NC(C)=O	3%	nt
COc1c(C)cccc1C(=O)Nc1ccc(OCC(=O)N2CCOCC2)cc1C	?	nt
CC1=Nc2cc(C(=O)N3CCCC3)ccc2Sc2c(C)ccc(C)c21	?	nt
COc1ccc(CCN(C)CC(O)c2ccccc2)cc1OC (stereo not drawn)	?	nt
CC(C)CC(=O)NC(=S)NCc1ccccc1	?	nt
CC(C)C(=O)NC(=S)Nc1ccc(S(=O)(=O)NC(C)(C)C)cc1	?	nt
CC1CCN(C(=O)Cn2nnc(-c3ccc(C(C)C)cc3)n2)CC1	?	nt
COc1cc(Cl)ccc1OCc1cc(C(=O)NCCCN2CCCC2=O)no1	i	24
CC(O)CN1CCN(C(=O)CN2C(=O)NC(c3ccccc3)(c3ccccc3)C2=O)CC1 (stereo not drawn)	?	nt

Part of the list above in order of length of the SMILES, highest first.
SMILES	Lipid storage S3	Lipid storage S3 cell count max
CC(C)C(=O)NC(=S)Nc1ccc(S(=O)(=O)NC(C)(C)C)cc1	?	nt
CC(=O)N1N=C(c2ccc(C)o2)CC1c1ccc(Br)cc1 (stereo not drawn)	?	nt
CC(C)CC(=O)NC(=S)NCc1ccccc1	?	nt

(more compounds)
SMILES	Lipid storage S3	Lipid storage S3 cell count max
N#Cc1ccc(NC(=O)N2CCC(c3nc4c(nnn4Cc4cccc(Cl)c4)c(=O)[nH]3)CC2)cc1	21%	10
O=C(Nc1cccc(F)c1)c1cc(S(=O)(=O)NCCC2=CCCCC2)ccc1F	?	nt
O=C(NCc1cccnc1)c1ccc(NS(=O)(=O)c2ccc(F)cc2)cc1	?	nt
COc1cc(C(=O)Nc2ccc3c(c2)Cc2cc(NC(=O)c4cc(OC)c(OC)c(OC)c4)ccc2-3)cc(OC)c1OC	12%	15
O=C(Nc1cc2c(ccc3ccccc32)oc1=O)C1CCCCC1	?	nt
CCn1c(C(=O)NC2CCC(C)CC2)cc2sccc21 (stereo not drawn)	?	nt
Cc1ccc(S(=O)(=O)N(C)c2ccc(OC(=O)CN3C(=O)NC4(CCCC4)C3=O)cc2)cc1C	?	nt
COc1ccc(C(=O)NC2(C(F)(F)F)N=C3SCCN3C2=O)cc1 (stereo not drawn)	-11%	-11
CC(C)(C)c1ccc(C(=O)O)c(C(=O)c2ccccc2)c1	-22%	-5
Cc1ccsc1/C=N\NC(=O)CC(=O)NCc1ccccc1	48%	nt
COCCN(C(=O)C(F)(F)F)C(C(=O)NC1CCCCC1)c1ccco1 (stereo not drawn)	9%	10
Cc1cc(Br)ccc1NC(=O)C1CCN(S(=O)(=O)c2cnc[nH]2)CC1	i	-2
Cc1ccc2c(c1)NC(=O)C(CC(=O)Nc1ccc(CN3CCC(C)CC3)cc1)O2 (stereo not drawn)	?	nt
CCOC(=O)Nc1ccc2c(c1)N(C(=O)CCCl)c1ccccc1[S@]2=O	?	nt
Cc1n[nH]c(=O)c2c(NC(=O)CSc3nnnn3-c3ccc(O)cc3)oc(C)c12	-20%	8
CCN1CCN(S(=O)(=O)c2cc(OC)ccc2OC)CC1	?	nt
O=C(Nc1ccccc1F)C(=O)c1cn(CC(=O)N2CCCCC2)c2ccccc12	8%	-6
COc1ccc(Br)cc1/C=N/NC(=O)CNC(=O)c1cccnc1	?	nt
CC(=O)c1cc(CCC(=O)NC2CCCCCC2)oc1C	-3%	8
COC(=O)c1ccc(CSc2nc3ccccc3[nH]2)o1	-1%	-4
COc1cc(OC)cc(C(=O)N[C@H](C(=O)Nc2ccccc2N2CCOCC2)C(C)C)c1	?	nt
Fc1ccc(-c2nnc(Cc3ccc(Cl)cc3)o2)cc1	?	nt
COc1cccc(OCCOCCN(C)CCO)c1	?	nt
COc1ccc(-n2nc(C(=O)NCC(=O)NCCc3ccc(OC)c(OC)c3)c3ccccc3c2=O)cc1	i	-8

Laid out differently: results already given
SMILES | Lipid storage S3 | Lipid storage S3 cell count max
Cc1n[nH]c(=O)c2c(NC(=O)CSc3nnnn3-c3ccc(O)cc3)oc(C)c12 | -20% | 8
CCN1CCN(S(=O)(=O)c2cc(OC)ccc2OC)CC1 | ? | nt
O=C(Nc1ccccc1F)C(=O)c1cn(CC(=O)N2CCCCC2)c2ccccc12 | 8% | -6
COc1ccc(Br)cc1/C=N/NC(=O)CNC(=O)c1cccnc1 | ? | nt
CC(=O)c1cc(CCC(=O)NC2CCCCCC2)oc1C | -3% | 8
COC(=O)c1ccc(CSc2nc3ccccc3[nH]2)o1 | -1% | -4

(list continues)
SMILES	Lipid storage S3	Lipid storage S3 cell count max
CCCCN(CCCC)c1ccc(C(=O)c2ccccc2C(=O)O)c(O)c1	?	nt
CC(C)(C)c1ccc(C(CC(=O)O)NC(=O)C23CC4CC(CC(C4)C2)C3)cc1 (stereo not drawn)	?	nt
CCn1c(=O)n(CC(=O)N2CCN(c3ccccc3F)CC2)c(=O)c2ccccc21	6%	-5
O=C(c1ccccc1)C1CCN(C(=O)Nc2ccccc2)CC1	-7%	0
CCCCCCCCN1C(=O)C(O)=C(C(C)=O)C1c1ccccn1 (stereo not drawn)	3%	3
CCN(CC)C1=C(Cl)C(=O)C(Cl)C12OCCO2 (stereo not drawn)	10%	-5
CC1=C(C(N)=O)C(c2ccc(Br)cc2)n2ncnc2N1 (stereo not drawn)	3%	5
NS(=O)(=O)c1ccc(CCNC(=O)CN2C(=O)COc3ccc(S(=O)(=O)N4CCCC4)cc32)cc1	?	nt
COc1ccc(CNC(=O)c2noc3c2CCCCC3)cc1	?	nt
CNc1c(NC(=O)C2CCC(C)CC2)c(=O)oc2ccccc12 (stereo not drawn)	?	nt
O=C(NCc1ccc2c(c1)OCO2)Nc1ccc2nsnc2c1	8%	3
O=C(Nc1cccc(C(=O)O)c1)/C(=C\c1ccccc1Cl)NC(=O)c1ccco1	5%	11
CC(=O)c1ccc(NC(=O)c2ccc(-n3cncn3)c([N+](=O)[O-])c2)cc1	?	nt
COc1ccc(S(=O)(=O)N2CCCCCC2)cc1C(=O)N(C)CC(=O)Nc1ccc(Cl)c(Cl)c1	25%	30
O=C1CC(=O)N(CCNc2ncc(C(F)(F)F)cc2Cl)C(=O)N1	-13%	-1
Cc1c(CCOC(=O)C2C3CC4CC(C3)CC2C4)sc[n+]1CC(=O)c1ccc(Br)cc1 (stereo not drawn)	?	nt
Cc1cc(C)nc(SCc2nnc(SCC(=O)O)n2-c2ccccc2)n1	-5%	5
O=C1CC(NS(=O)(=O)c2ccccc2F)CN1c1ccc2c(c1)OCCO2 (stereo not drawn)	?	nt
N#CC1=C(S)N(c2ccc(F)cc2)C2(CCCCC2)NC1=O	14%	0
CCOC(=O)c1cnc(-n2nc(C)cc2C)nc1NCc1ccc2c(c1)OCO2	?	nt
CCN(CC)CCNC(=O)C(=O)NCC1OCCN1C(=O)c1ccc2c(c1)OCO2 (stereo not drawn)	?	nt
O=C(COc1ncnc2sccc12)NC1CCS(=O)(=O)C1 (stereo not drawn)	0%	16
Cc1cccc(-n2c(O)c(C=Nc3cc(O)ccc3C)c3ccccc3c2=O)n1	?	nt
[O-]/C(=C(\C(=S)Nc1ccccc1F)[n+]1ccccc1)c1ccc(OC(F)F)cc1	-6%	-8
O=C(CN1CCOCC1)N1CCCc2c1c(=O)oc1ccc(OCc3ccccc3)cc21	?	nt
CCCOc1ccc(N2C(=O)CC(N(Cc3ccco3)C(=O)CCC(=O)O)C2=O)cc1 (stereo not drawn)	-1%	nt
O=C(CN1C(=O)/C(=C/c2c(F)cccc2Cl)Oc2ccccc21)NCc1ccco1	-4%	11
NCCCCCc1cn([C@@H](CCC(=O)O)C(=O)NCCCCCCCCCCC(=O)N2CCNCC2)nn1	?	nt
O=C(C(=O)N1CCCCC1)c1c(-c2ccccc2)[nH]c2ccccc12	6%	-1
CCOc1ccc(-c2c(C(=O)N/N=C/c3cccc(Br)c3)nnn2-c2nonc2N)cc1	?	nt
Cc1cccc(C)c1NC(=O)COC(=O)CCc1c[nH]c2ccccc12	?	nt
CCN(CC(=O)NCc1cccs1)C(=O)c1cc(S(=O)(=O)NCc2ccccc2)ccc1C	?	nt
CC1=CSC2=NC(=O)/C(=C\c3cccn3-c3ccccc3)C(=N)N12	?	nt
CCC(=O)NC1CCN(C(=S)NC)CC1	?	nt
CCOC(=O)C1=C(COC(=O)c2c(OC)cccc2OC)NC(=O)NC1C (stereo not drawn)	0%	nt
CC(=O)C1=C(C)NC(SCC(N)=O)=C(C#N)C1c1sccc1C (stereo not drawn)	-10%	nt
Cc1cnc(C(=O)OCC(=O)Nc2ncc(Cl)cc2Cl)cn1	?	nt
CCn1c(C)cc2c(c1=O)C(c1ccccc1)C(C(=O)OC)=C(N)O2 (stereo not drawn)	0%	11
CN(CCNC(=O)c1ccc(CS(=O)(=O)c2ccc(Br)cc2)o1)CCc1ccccc1	8%	nt
Cc1c(NC(=O)CSc2ncccn2)c(=O)n(-c2ccccc2)n1C	?	nt
NCCCN1CCOCC1	?	nt
O=C(/C=C/c1cccs1)Nc1sc2c(c1C(=O)O)CCCC2	?	nt
O=C(Nc1nnc(C2CC2)s1)C1CCCCC1	?	nt
COc1ccccc1N1CCN(Cc2cc3c(cc2Br)OCCO3)CC1	?	nt
COc1ccc(C(=O)Nc2ccc(Cn3ccnc3)cc2)cc1OC	21%	4
COc1ccc(-c2nc(CS(=O)(=O)CC(=O)NC3CCC(C)CC3)c(C)o2)cc1 (stereo not drawn)	i	-20
CCOc1ccccc1N(C(=O)Nc1ccc(Cl)cc1)C1=NCCS1	3%	-9
Nc1ncc([N+](=O)[O-])c(Oc2ccccc2F)n1	?	nt
CC(C)(C)c1ccc(NC(=O)CCNC(=O)c2ccco2)cc1	?	nt
Cc1ccc(C(=O)Nc2ccccc2-c2ccccc2)cc1S(=O)(=O)Nc1cccc(C)c1C	16%	-9
O=C(CSc1ccc(Cl)cc1)c1ccco1	16%	3
CCOC(=O)c1c[nH]c2c3c(ccc2c1=O)CCCC3	5%	2
C/C(N)=C(/C#N)C(=O)CSc1nnnn1-c1ccc(C)cc1C	?	nt
Cc1cccc(CS(=O)(=O)Cc2ccc(C(=O)NCCc3ccccc3)o2)c1	?	nt
Cn1nnnc1SCC(=O)N1CCCc2ccccc21	-1%	12
O=C(NCCc1ccccn1)c1ccc(S(=O)(=O)N2CCCCCC2)cc1	?	nt
